# TDP-43 yeast inh = TDP-43 toxicity inhibition in yeast; actives 1.8% (n = 410,000); Potency, µM (highest dose often 46.1 µM), inactives show at the highest dose growth rescue (activation), hits mostly activators; TDP-43 expressing yeast growth rescue, BacTiter-Glo, 24 h; note: potency is the fitted concentration of half-maximal effect; % of control where 0% means no effect; nearly all actives have a fitted effect of over 50% in size
#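 Cell-based yeast growth screen: TDP-43 expression induced in galactose, inoculum OD600=0.02 after raffinose pregrowth to mid-log. Read-out BacTiter-Glo luminescence at 24 hr, 30 deg C; inhibition of toxicity seen as signal increase.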
# EPAC2 ag = agonists of human EPAC2 (RAPGEF4). Q8WZA2. EPAC2 activation, biochemical qHTS; response scale: 100% = 6.5 mM cAMP response. Potency, µM (doses to about 154 µM), for inactives: top-dose activation, usual class: activators. actives 0.079% (n = 360,000). AID 720711; note: potency is the fitted concentration of half-maximal effect; nearly all actives have a fitted effect of over 50% in size
#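 Setup: EPAC2 100 nM, labeled Rap1B complex 250 nM, free GDP 50 uM. Compound titrations pinned in, brief spin, 5 min room temperature incubation. Kinetic fluorescence read over 30 min, normalized to 6.5 mM cAMP.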
# D3 ag = agonists of human D3 dopamine receptor. P35462. D3R DiscoveRx beta-arrestin cells, luminescence, 90 min. max activation, %. actives 0.58% (n = 410,000); in the data active = max activation above about 30%; note: 0% is about no effect; mostly tested at two doses, the higher about 12 µM
# Target sequence (P35462 whole entry, looked up): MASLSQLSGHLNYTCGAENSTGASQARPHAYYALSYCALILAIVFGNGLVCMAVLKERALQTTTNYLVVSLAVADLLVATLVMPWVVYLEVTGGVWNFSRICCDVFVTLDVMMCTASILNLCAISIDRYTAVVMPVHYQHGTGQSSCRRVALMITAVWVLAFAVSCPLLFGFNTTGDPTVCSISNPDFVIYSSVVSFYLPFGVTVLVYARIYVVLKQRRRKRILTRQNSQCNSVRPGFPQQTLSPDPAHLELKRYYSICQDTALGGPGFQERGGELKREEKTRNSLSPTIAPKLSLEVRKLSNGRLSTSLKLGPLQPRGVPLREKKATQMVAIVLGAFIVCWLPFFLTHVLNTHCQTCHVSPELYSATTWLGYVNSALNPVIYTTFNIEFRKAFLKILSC
#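 Agonist-mode cell screen: cells plated at 1500/well and incubated overnight at 37 °C, then exposed to library compounds for 90 min at 37 °C. Detection reagent was added for 30–60 min at room temperature, and luminescence was read.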
# aSyn rescue = rescues yeast growth from alpha-synuclein toxicity; Yeast expressing alpha-synuclein, growth rescue, BacTiter-Glo, 24 h; Potency, µM (highest dose often 46.1 µM), inactives show at the top dose growth rescue (activation), hits mostly activators; actives 0.14% (n = 370,000); AID 652106; note: potency is the fitted concentration of half-maximal effect; % of control where 0% means no effect; nearly all actives have a fitted effect of over 65% in size
#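 Screening used galactose-induced yeast with toxic alpha-synuclein levels, exposed to compound for 24 hr at 30 deg C. Cell growth, read with BacTiter-Glo luminescence, gave the measured signal.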
# Abeta rescue = A-beta toxicity reversal in yeast; actives 0.063% (n = 410,000); AID 1347071; yeast expressing A-beta42, growth rescue, OD600, 48 h; response scale: 0% DMSO, 100% iron-clioquinol control; Potency, µM (highest dose often 46.1 µM), inactives show top-dose growth rescue, actives largely listed as activators; note: potency is the fitted concentration of half-maximal effect; nearly all actives have a fitted effect of over 55% in size
#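 Yeast growth medium received pinned compounds, then yeast cells expressing toxic A-beta were added; plates incubated at 30 C for 48 hr. Growth read as absorbance at 600 nm, normalized to DMSO and equimolar FeCl3 plus clioquinol controls.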
# EPAC2 antag = blocks human EPAC2 exchange factor; actives 0.18% (n = 360,000); EPAC2 GEF exchange of Rap1B-BODIPY-GDP, fluorescence; AID 720708; Potency, µM (top dose mostly 114 µM), for the others: at the top dose activity, negative = inhibition, most hits filed as inhibitors; Q8WZA2; note: potency is the fitted concentration of half-maximal effect; % is set by controls: 0 for no effect and ±100 for the full control effect; nearly all actives have a fitted effect of over 45% in size; many of its hits are not listed in these tables
# D3 antag = antagonists of human D3 dopamine receptor. max response, negative = inhibition, %. P35462. D3R cells, DiscoveRx beta-arrestin luminescence, antagonist mode; active compounds read low. actives 2.5% (n = 360,000). AID 652054; in the data active = max response below about -50%; inconclusive = no clear call, values can overlap the other calls; note: % is set by controls: 0 for no effect and ±100 for the full control effect; mostly tested at two doses, the higher about 12 µM
#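 Cells plated overnight at 1500 cells/well, then exposed to library compounds with dopamine controls for 90 minutes at 37 degrees C. DiscoveRx reagent added for 30–60 minutes at room temperature; luminescence read, quantitative HTS format.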
# FUS suppressor = suppressors of FUS proteinopathy in yeast; actives 0.24% (n = 390,000); AID 1347120; S. cerevisiae FUS-expressing, growth rescue, OD600, 24 h; Potency, µM (titrated, usually from 76.6 µM), without a hit: top-dose growth rescue (activation), usual class: activators;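 note: potency is the fitted concentration of half-maximal effect; plate controls were DMSO vehicle for no effect and reference control for full effect; nearly all actives have a fitted effect of over 55% in size; some results filed as inactive show a strong effect at the top dose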
#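 Yeast FUS proteinopathy model; galactose-induced FUS (2%), starting OD 0.005. Cpds in dilution series, 24hr, 30C, 99% humidity. Abs 600 nm growth. Pos ctrl CP55940 (top 92uM final); neg ctrl DMSO.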
# The depositor's hits bear a star; ? = inconclusive; · = not tested or not shown; [ ] = remark or other dose. Unless noted, calls come from the whole dose curve; as a rule, active = well fitted curve in the direction sought with a large enough effect; inconclusive = small, poorly fitted or top-dose-only effect, or another doubt; inactive = no such curve, though single readings can be large; an effect the other way counts as inactive or inconclusive. Some of the compounds tested (hit frequency here may not be typical).
cpd	Molecule	TDP-43 yeast inh	EPAC2 ag	D3 ag	aSyn rescue
1	O=C(N/N=C/c1cccnc1)c1cccc(NC(=O)c2cccc(Br)c2)c1	-4.9%	2.3%	14.3	3.5%
2	CC(C)OC(=O)c1cc(=O)[nH]c2ccccc12	29.9%	4.2%	2.5	1.1%
3	Cc1cc(NC(=O)CSc2nnnn2C2CCCC2)no1	-19.2%	5.9%	5.4	-3.4%
4	COc1cccc(NC(=O)C(Cc2ccccc2)NS(=O)(=O)c2ccc3c(c2)c(=O)n(C)c(=O)n3C)c1 (stereo unspecified)	-4.4%	·	-10.0	·
5	CCOC(=O)c1c(-c2cccs2)csc1N	26.5%	-5.8%	-7.5	3.1%
6	Cc1noc(C)c1CSc1nc2ccccc2c(=O)n1-c1ccc(F)cc1F	?	14.1%	0.5	-1.5%
7	COc1cccc(N2CCN(c3ncnc4c3nc3n4CCCCC3)CC2)c1	17.8µM*	·	12.2	·
8	CC(C)=CC(=O)Nc1nnc(-c2ccc(F)cc2)s1	-13.5%	-0.7%	-10.7	-0.7%

cpd	Abeta rescue	EPAC2 antag	D3 antag	FUS suppressor
1	2.7%	-15.8%	4.9	-4.2%
2	11.5%	3.1%	0.5	11.9%
3	-11.0%	-8.9%	-4.1	42.3%
4	-8.8%	·	·	-15.7%
5	3.6%	?	2.8	3.0%
6	0.2%	-4.3%	-3.9	23.0%
7	-27.0%	·	·	?
8	-11.1%	12.6%	-1.1	-9.3%

# The listing continues:
cpd	Molecule	TDP-43 yeast inh	EPAC2 ag	D3 ag	aSyn rescue
9	NC(=O)CSc1ncnc2c1oc1ccccc12	29.7%	10.5%	-1.4	13.8%
10	COCC(=O)Nc1cc(C)c2c(=O)oc3ccccc3c2n1	20.5%	13.3%	-7.3	0.4%
11	O=C(C[n+]1cc(-c2ccc(Cl)c(Cl)c2)n2c1CCC2)OCc1ccccc1	-38.8%[inhibitor]	-6.4%	-6.7	4.3%
12	CCCCOc1ccc(-c2nnn(C(C)(C)C(=O)OC)n2)cc1	?	6.8%	2.9	-6.4%
13	COc1ccc(NC(=O)c2cc(Br)c(Br)s2)cn1	14.4%	0.8%	2.4	-14.8%
14	Cc1ccc(CNC(=O)c2ccc3c(O)c(S(=O)(=O)c4ccc(Cl)cc4)c(=O)[nH]c3c2)cc1	5.9%	·	-6.4	·
15	COCc1n[nH]c(=S)n1-c1ccccc1	0.4%	8.9%	-2.4	-4.5%
16	Cc1ccnc(NC(=O)c2cc(S(=O)(=O)N3CCCCC3)ccc2Cl)c1	1.2%	5.5%	2.1	4.3%

cpd	Abeta rescue	EPAC2 antag	D3 antag	FUS suppressor
9	1.7%	8.2%	-21.9	-16.1%
10	-11.9%	9.7%	-11.4	-9.0%
11	-8.0%	9.2%	5.4	·
12	11.6%	-9.6%	11.9	28.9%
13	-16.8%	7.7%	2.5	14.8%
14	0.3%	·	·	-11.4%
15	16.2%	-4.4%	-5.1	20.4%
16	3.4%	-0.7%	2.5	15.2%

# Next section.
cpd	Molecule	TDP-43 yeast inh	EPAC2 ag	D3 ag	aSyn rescue
17	C=CCOc1ccccc1C1C2=C(CC(C)(C)CC2=O)Nc2c1c(=O)n(C)c(=O)n2C (stereo unspecified)	-16.4%	16.5%	-11.5	-2.1%
18	CNC[C@H]1OCc2ccccc2-c2ccccc2C(=O)N([C@@H](C)CO)C[C@H]1C	19.0%	-9.6%	4.9	4.2%
19	CCCCOc1ccc(N(CC(=O)NCc2ccco2)C(=O)CCC(=O)Nc2nccs2)cc1	-19.3%	-4.6%	-9.1	2.2%
20	CCOc1ccccc1NC(=O)CN1C(=O)CC(c2ccc(OC)c(OC)c2)Sc2ccccc21 (stereo unspecified)	?	·	3.9	10.1%
21	CC(C)C[C@@H]1COc2cc(N(C)CCO)ccc2S(=O)(=O)N1	13.1%	2.5%	7.3	0.2%
22	CCOC(=O)c1c(C)oc2nc(C)nc(NCc3cccc(Cl)c3)c12	-4.2%	·	1.3	·
23	CCC(=O)N1N=C(c2ccc(NS(C)(=O)=O)cc2)CC1c1ccc(N(C)C)cc1 (stereo unspecified)	-1.7%	6.4%	1.2	2.9%
24	O=C(CCC1CCCC1)N1CCC(N2CCN(c3ccccc3)CC2)CC1	9.9%	6.0%	5.9	0.8%

cpd	Abeta rescue	EPAC2 antag	D3 antag	FUS suppressor
17	-1.6%	-3.2%	-5.7	·
18	0.7%	6.9%	10.9	0.8%
19	-15.5%	12.8%	-9.6	2.9%
20	-8.0%	·	·	?
21	-10.4%	8.4%	-3.8	-16.6%
22	-15.6%	·	·	-19.9%
23	-8.7%	-23.1%	-25.5	3.5%
24	1.1%	4.7%	?	10.1%

# One compound at a time (already shown).
# CCOc1ccccc1NC(=O)CN1C(=O)CC(c2ccc(OC)c(OC)c2)Sc2ccccc21 (stereo unspecified) across the screens: TDP-43 yeast inh: ?; EPAC2 ag: ·; D3 ag: 3.9; aSyn rescue: 10.1%; Abeta rescue: -8.0%; EPAC2 antag: ·; D3 antag: ·; FUS suppressor: ?
# Cc1ccc(CNC(=O)c2ccc3c(O)c(S(=O)(=O)c4ccc(Cl)cc4)c(=O)[nH]c3c2)cc1 across the screens: TDP-43 yeast inh: 5.9%; EPAC2 ag: ·; D3 ag: -6.4; aSyn rescue: ·; Abeta rescue: 0.3%; EPAC2 antag: ·; D3 antag: ·; FUS suppressor: -11.4%

# The listing continues.
cpd	Molecule	TDP-43 yeast inh	EPAC2 ag	D3 ag	aSyn rescue
25	COc1ccc(Cl)cc1C(=O)Nn1c(-c2cccs2)nc2ccccc2c1=O	11.7%	13.8%	4.3	-4.1%
26	Cc1ccc(S(=O)(=O)c2nnn3c2nc(NCc2ccc4c(c2)OCO4)c2sccc23)cc1	-15.5%	·	1.6	·
27	Cc1cccc(OC(C)C(=O)OCC(=O)Nc2sccc2C(N)=O)c1 (stereo unspecified)	9.5%	-6.5%	8.5	-5.5%
28	Cc1cc(/C=C(\C#N)C(=O)Nc2ccccc2)c(C)n1-c1ccc2c(c1)OCO2	-8.7%	2.8%	5.5	-14.1%
29	Cc1[nH]c(C)c(S(=O)(=O)N2CCc3ccccc32)c1C(=O)N1CCCCC1	-0.3%	0.6%	1.1	-0.5%
30	O=C(COc1ccccc1Cl)Nc1nc(-c2ccc(F)cc2)ns1	10.7%	·	2.7	·
31	CCN1C(=O)CS/C1=N\S(=O)(=O)c1ccc(C)cc1	-2.7%	5.6%	-1.0	-5.1%
32	COc1ccccc1CNC(=O)Cn1c(=O)oc2cc(S(=O)(=O)N3CCC(C)CC3)ccc21	-9.1%	·	-23.3	·

cpd	Abeta rescue	EPAC2 antag	D3 antag	FUS suppressor
25	9.4%	-2.7%	4.0	7.8%
26	-14.7%	·	·	-11.1%
27	-6.1%	-0.8%	23.6	35.5%
28	7.8%	3.6%	7.5	2.8%
29	18.0%	-11.6%	-2.3	3.9%
30	-7.3%	·	·	7.9%
31	-13.3%	12.6%	-13.5	-11.8%
32	-19.0%	·	·	31.7%

# (continued)
cpd	Molecule	TDP-43 yeast inh	EPAC2 ag	D3 ag	aSyn rescue
33	CCN(CC)S(=O)(=O)c1cccc(C(=O)N/N=C2\CCCC(=O)C2)c1	13.2%	11.2%	3.3	4.4%
34	O=C(O)C1=C[C@@H](c2ccc(C(F)(F)F)cc2)C[C@@H](OCCCCO)O1	11.8%	0.2%	2.5	-0.9%
35	CCCCNc1ncnc2c1cnn2-c1ccc(C)cc1C	12.6µM*	7.1%	0.5	-10.3%
36	CCCc1nc2ccccc2n1CCc1ccccc1	-6.1%	0.4%	0.0	15.0%
37	Cc1[nH]c2ccccc2c1C(=O)NS(=O)(=O)Nc1ccc(Cl)cc1	-17.8%	6.4%	2.6	1.3%
38	CCOc1ccc(C(=O)N(Cc2ccc(OC)cc2)Cc2cc3cc(OC)ccc3[nH]c2=O)cc1	-13.6%	1.8%	17.5	-4.8%
39	CCn1c(N2CCC(C)CC2)nc2c1c(=O)n(C)c(=O)n2C	18.2%	1.5%	3.4	1.7%
40	O=C([C@H]1O[C@@H](n2ccc(=O)[nH]c2=O)[C@H](O)[C@@H]1O)N1CCN(c2ccc(Cl)cn2)CC1	19.1%	11.5%	-3.6	-6.6%

cpd	Abeta rescue	EPAC2 antag	D3 antag	FUS suppressor
33	9.9%	4.7%	-9.4	14.9%
34	2.2%	5.6%	-22.4	-17.8%
35	0.0%	2.6%	20.9	-1.7%
36	12.8%	-22.4%	3.4	-8.1%
37	8.1%	5.3%	6.1	0.5%
38	-6.8%	-4.8%	26.5	41.6%
39	-1.4%	-17.1%	15.0	6.7%
40	-6.8%	14.8%	3.5	-26.2%

# Carrying on.
cpd	Molecule	TDP-43 yeast inh	EPAC2 ag	D3 ag	aSyn rescue
41	CCOC(=O)c1c(C)[nH]c(C(=O)CSc2nnnn2-c2ccc(C)cc2)c1C	-21.9%	-4.8%	-2.7	-4.5%
42	O=C(NCc1ccccc1)c1onc(CS(=O)(=O)c2ccccn2)c1C(=O)NCc1ccccc1	-8.5%	7.8%	-15.2	-3.3%
43	Cc1ccc(CN2CCN(Cc3cnc(N4CCOCC4)s3)CC2CCO)cc1 (stereo unspecified)	4.3%	9.7%	-8.7	-1.9%
44	CC(C)[C@H](NC(=O)c1ccccc1)C(=O)OCC(=O)N1CCN(C(=O)c2ccco2)CC1	-3.4%	1.4%	6.7	1.9%
45	COCc1nc(-c2ccc(-c3ccc(C)cc3)nc2OC)no1	24.1%	6.4%	-1.5	-1.8%
46	COc1ccc(-n2ccc(=O)c3c2CCCC3=O)cc1	1.8%	-1.7%	0.1	6.7%

cpd	Abeta rescue	EPAC2 antag	D3 antag	FUS suppressor
41	-5.6%	9.6%	-0.3	27.2%
42	-10.2%	12.6%	0.0	34.4%
43	3.7%	4.0%	-7.2	-7.5%
44	-6.1%	-10.8%	4.2	7.9%
45	-11.4%	3.6%	33.7	4.3%
46	6.4%	-4.3%[57.1 µM]	24.6	-13.7%

# High-throughput results: PubChem, National Center for Advancing Translational Sciences (NCATS)
